High-throughput results (PubChem)
PMI act: activators of human phosphomannose isomerase | purified human PMI, coupled resazurin fluorescence, 20 min; active compounds read high; 1 = vehicle control, 0 substrate-free wells | activation factor at 20 µM | 190,000 tested, 0.005% active;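 active = activation factor of 2 or more at 20 µM, relative to plate controls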
TNAP inh noacc: TNAP (human) inhibition, acceptor-free conditions; inhibition, % at 20 µM; 200,000 tested, 0.26% active; AID 1012; purified TNAP, CDP-star luminescence, 30 min;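 active = tissue-nonspecific alkaline phosphatase inhibition above about 50% at 20 µM in the single-dose screen, limit read from the data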;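 also: 0% = DMSO negative control and 100% = EDTA positive control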
TNAP inh hiacc: blocks human TNAP under high phosphate acceptor concentration. purified TNAP, CDP-star luminescence, 1 M DEA. 200,000 tested, 0.03% active. P05186. inhibition, % at 20 µM;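 active = over 50% inhibition of tissue-nonspecific alkaline phosphatase at 20 µM in the single-dose screen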;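 also: plate controls were DMSO wells for no effect and EDTA-quenched wells as full inhibition for full effect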
TNAP act hiacc: increases human TNAP activity under high phosphate acceptor concentration; activation factor at 20 µM; AID 1136; purified TNAP, CDP-star luminescence, 1 M DEA, 30 min; active compounds read high; 0 = EDTA background, 1 = DMSO-only activity; 200,000 tested, under 10 active;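 active = activation factor at least 2 at 20 µM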
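Measured by: Luminescent substrate turnover signal | Test system: Human TNAP | Input: TNAP 1/800 final | Dosing: 20 µM single point | Schedule: 30 min, room temperature | Controls: EDTA wells as negative control, DMSO wells as positive control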
NF-kB neuron act: raises NF-kB expression in human neuronal cells | NF-kB reporter expression; active compounds read high | fold change at 12.5 µM | 190,000 tested, 1.6% active | AID 1239; in the data active = fold change above about 3.3
bIAP activator: increases bovine intestinal alkaline phosphatase activity; AID 1016; 200,000 tested, 0.17% active; activation factor at 20 µM; purified bovine IAP, CDP-star luminescence, 30 min; active compounds read high; fold of DMSO-control signal, blank-subtracted;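 active = activation factor of 2 or more at 20 µM, a signal rise over negative controls twice the positive control's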
FLuc inh counter: Photinus pyralis luciferase inhibition counter-screen; AID 1006; ATPLite firefly luciferase biochemical luminescence, 10 min; 200,000 tested, 1.5% active; P08659; inhibition, % at 10 µM;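 active = inhibition above about 50% when tested at 10 µM, limit read from the data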
Target sequence (P08659 whole entry, looked up): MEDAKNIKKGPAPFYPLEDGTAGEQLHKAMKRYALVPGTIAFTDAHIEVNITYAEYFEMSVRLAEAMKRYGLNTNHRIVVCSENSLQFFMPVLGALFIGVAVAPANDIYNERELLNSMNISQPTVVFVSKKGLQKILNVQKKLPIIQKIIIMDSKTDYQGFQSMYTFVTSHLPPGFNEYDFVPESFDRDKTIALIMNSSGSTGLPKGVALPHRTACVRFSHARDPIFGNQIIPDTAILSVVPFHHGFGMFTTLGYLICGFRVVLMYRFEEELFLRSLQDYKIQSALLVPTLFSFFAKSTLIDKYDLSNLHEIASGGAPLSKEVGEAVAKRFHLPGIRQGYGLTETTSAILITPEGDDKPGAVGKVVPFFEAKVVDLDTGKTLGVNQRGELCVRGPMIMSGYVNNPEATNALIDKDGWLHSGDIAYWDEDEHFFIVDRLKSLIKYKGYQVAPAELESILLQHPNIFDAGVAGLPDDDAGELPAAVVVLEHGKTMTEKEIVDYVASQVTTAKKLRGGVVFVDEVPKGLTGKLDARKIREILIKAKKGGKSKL
APP 5'UTR act: activates APP 5'UTR luciferase reporter | SH-SY5Y APP 5'UTR luciferase reporter, luminescence; zero percent = DMSO vehicle wells | activation, % at 2 µM | 190,000 tested, 1% active;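 active = activation above a set limit, based on mean plus 3 SD of controls, cut at about 140% in these data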; also: values of inactives mirror those of a sister screen read the other way
FLuc act counter: firefly luciferase counter-screen for stimulation assays | P08659 | ATPlite luciferase biochemical, luminescence, 10 min; 0 = ATP-free wells, 1 = DMSO control | activation factor at 10 µM | 200,000 tested, under 10 active | AID 1027;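 active = luciferase activation factor, scaled between plate controls, of at least 2 with compound at 10 µM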
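Material: luciferase plus luciferin reagent, cell-free. Medium: PBS buffer for ATP. Also added: ATP substrate, dispensed from a 10.24 µM working solution in PBS. Doses: test compounds dosed from 2 mM stocks in 100% DMSO. Incubation: 10 min post-reagent at room temperature. Technique: light output (luminescence). Read-out basis: luminescence gain marking luciferase activators.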
PMI act satM6P: PMI (human) activation, high substrate | P34949 | coupled PMI enzyme assay, resazurin fluorescence, 20 min; active compounds read high; 1 = untreated enzyme, 0 = substrate-free blank | activation factor at 20 µM | 190,000 tested, 0.34% active | AID 1216;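 active = activation factor of 2 or more at 20 µM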
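Test system: human phosphomannose isomerase with PGI, G6PDH, diaphorase coupling enzymes / Doses: 20 µM compound, 1% DMSO / Times: enzyme reaction with compound 20 min at room temperature / Measured by: Diaphorase-driven resazurin-to-resorufin fluorescence, excitation 544, emission 590 nm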
* = called active by the depositor; . = not tested or not shown.

SMILES	PMI act	TNAP inh noacc	TNAP inh hiacc	TNAP act hiacc	NF-kB neuron act	bIAP activator	FLuc inh counter	APP 5'UTR act	FLuc act counter	PMI act satM6P
COc1ccc(-c2cn3ccsc3n2)cc1	1.1	-1.7	-5.5	1.1	5.24*	0.9	81.3*	135.3*	0.2	1
Cc1ccc(S(=O)(=O)NCC(=O)N(c2ccccc2)C(C(=O)NCc2ccccc2)c2ccco2)cc1 (configuration not stated)	0.4	-17.1	-0.2	1	0.39	0.9	0.7	5.2	1	0.9
Cc1ccc(O)c(N=Cc2cc(Cc3ccccc3)cc([N+](=O)[O-])c2O)c1	0.6	24.1	17.4	0.8	1.99	1	-7.4	6.8	1.1	0.4
CC(C)NC(=S)NC(=O)/C=C/c1ccc(F)cc1	1	-2.3	0.8	1	1.4	0.9	2.4	-7.3	1	1
COC(=O)c1ccc(NC(=O)CN2C(=O)C3C4C=CC(C4)C3C2=O)cc1 (configuration not stated)	0.9	-12.8	0.6	1	0.88	0.9	-4.4	.	1	1
COc1ccc(C(=O)/C=C(\C)Nc2ccc3c(c2)OCO3)cc1	0.8	2.9	-0.5	1	2.66	0.9	26.6	46.4	0.7	0.7
COc1ccc(Cn2c(=O)[nH]c3cc(C(=O)NC4CCN(Cc5ccccc5)CC4)ccc32)cc1	0.9	-3.3	-0.7	1	1.05	1.1	-4.4	-12.6	1	1
O=C(CC1(O)C(=O)N(CCc2ccccc2)c2ccccc21)c1ccco1 (configuration not stated)	1.1	19.5	-1.7	1	0.87	0.7	-4.7	9.5	1	1
O=C(Nc1ccc(OC(F)F)cc1)c1ccccn1	1.1	-10.2	-1.6	1	1.1	0.9	-1.0	18.5	1	1.2
CCOC(=O)C1CCN(S(=O)(=O)c2ccc(-c3nc4ccccc4s3)s2)CC1	1.2	-2.5	-2.6	1	0.87	1	0.4	41.6	1	1.4
COc1ccc(Nc2nc(CC(C)=O)ns2)cc1	1	-3.0	-1.3	1	1.52	1	-4.3	9.4	1	1
CCOC(=O)C(=CNc1ccc(C)cc1C)C(=O)OCC	0.9	3.1	0.0	1	0.88	0.9	1.9	15.1	1	0.9
CCCOc1ccc(C(=O)Nc2ccc(S(=O)(=O)Nc3onc(C)c3C)cc2)cc1	1.1	-9.6	-1.8	1	1.09	0.9	7.2	6.2	0.9	1
CCOc1cc(-c2nc(-c3ccc(C)nc3OCC)no2)cc(OCC)c1OCC	0.8	-9.8	-2.8	1	1.18	0.9	-4.4	16.8	1	0.8
COCCNC(=S)NN=C1CCCCCC1	1	-13.3	1.2	1	1.66	1.1	-5.3	32.1	1.1	1.1
CC(=O)c1ccc(OC(=O)c2cc3ccccc3oc2=O)cc1	1	-3.8	-1.3	1	1.34	1	-4.2	-1.7	1	1
CC(C)(C)c1ccc(SCC(N)=O)cc1	0.8	-6.8	2.0	1	1.01	1	-4.5	5.9	1	0.9
COc1ccc(Cl)cc1C(=O)Nc1ccc(N(C)C(C)=O)cc1	0.9	-5.9	-6.3	1.1	1.28	1	12.1	13.5	0.9	0.9
CN1CCN(C(=O)/C(=C/c2cccs2)NC(=O)c2ccco2)CC1	1	-6.1	-3.4	1	1.08	1.1	-6.9	16.6	1.1	1
COc1ccc(S(=O)(=O)N2CCCCC2)cc1	1	-12.0	-5.7	1.1	1.03	0.9	-3.8	-0.5	1	1

Next section; the last six above are carried over.
SMILES	PMI act	TNAP inh noacc	TNAP inh hiacc	TNAP act hiacc	NF-kB neuron act	bIAP activator	FLuc inh counter	APP 5'UTR act	FLuc act counter	PMI act satM6P
COCCNC(=S)NN=C1CCCCCC1	1	-13.3	1.2	1	1.66	1.1	-5.3	32.1	1.1	1.1
CC(=O)c1ccc(OC(=O)c2cc3ccccc3oc2=O)cc1	1	-3.8	-1.3	1	1.34	1	-4.2	-1.7	1	1
CC(C)(C)c1ccc(SCC(N)=O)cc1	0.8	-6.8	2.0	1	1.01	1	-4.5	5.9	1	0.9
COc1ccc(Cl)cc1C(=O)Nc1ccc(N(C)C(C)=O)cc1	0.9	-5.9	-6.3	1.1	1.28	1	12.1	13.5	0.9	0.9
CN1CCN(C(=O)/C(=C/c2cccs2)NC(=O)c2ccco2)CC1	1	-6.1	-3.4	1	1.08	1.1	-6.9	16.6	1.1	1
COc1ccc(S(=O)(=O)N2CCCCC2)cc1	1	-12.0	-5.7	1.1	1.03	0.9	-3.8	-0.5	1	1
CN(C[C@@H](CC1CCCCC1)N(C[C@H](Cc1ccccc1)N(CCc1ccccc1)N=O)N=O)N=O	0.9	-7.1	-3.7	1	0.82	1	-1.3	-2.0	1	0.9
CCn1c(NC(=S)Nc2ccccc2)nc2ccccc21	0.9	-9.7	-1.1	1	0.9	0.6	4.9	27.5	1	1
O=C1CC(SC(=Nc2ccccc2)Nc2ccccc2)C(=O)N1c1ccc(Cl)c(Cl)c1 (configuration not stated)	0.9	3.7	4.3	1	0.67	1	-0.4	-3.0	1	0.8
Cc1ccc(C(=O)NCCCc2ccccc2)c(C)c1	0.9	-7.5	-4.6	1	1.08	1	12.2	160.2*	0.9	0.9
COC(=O)C1=C(C)N(C)C(=S)N(C)C1c1cccc(Br)c1 (configuration not stated)	0.9	-8.9	1.6	1	0.97	1.1	-0.5	-0.1	1	0.9
Cc1cc(=O)n2nc(N3CCCC3C(=O)NCCCN3CCCCC3)sc2n1 (configuration not stated)	1	-10.2	-2.4	1	0.97	1	-2.4	17.3	1	1
CC(C)(C)Cc1cc(N)on1	0.9	-17.2	-4.1	1	1.24	0.9	-5.5	-8.4	1.1	0.9
OC(COc1ccc(CN2CCCCO2)cc1)CN1CCCCC1 (configuration not stated)	1.1	-7.8	-3.5	1	1.07	1	-5.3	0.5	1.1	1
CSc1nc(Cl)c(Cc2ccc(OC(C)C)cc2)c(N(C)C)n1	1	-7.1	0.7	1	0.89	0.9	-8.6	2.5	1.1	0.9
O=C(Nc1ccccc1)C1=C(O)CC(c2ccc(Cl)cc2)N2CCN=C12 (configuration not stated)	0.9	-16.6	2.2	1	1.03	1	-3.5	6.7	1	0.9
COc1ccc(CNC(=O)CN(CC2CCCO2)C(=O)CNS(=O)(=O)c2ccccc2)cc1 (configuration not stated)	1	-4.7	-8.4	1.1	1.06	1	-5.1	-23.0	1.1	1
c1ccc(-n2cc(CN3CCCC3)c(-c3ccc4c(c3)OCO4)n2)cc1	1	-9.7	-7.7	1.1	1.03	1.1	-0.1	12.6	1	1
COc1ccc(OC(=O)CCCN2C(=O)c3ccccc3C2=O)cc1	0.9	-7.7	0.7	1	1.18	1	-5.5	-9.1	1.1	0.9
O=C(O)CCCN1C(=O)c2ccc(Oc3cccc([N+](=O)[O-])c3)cc2C1=O	1	-7.6	-0.6	1	1.23	1.1	-1.5	0.1	1	0.5
C#Cc1ccc([C@@H]2C=C(C(=O)N3CCOCC3)O[C@H](OCCCCO)C2)cc1	0.9	-9.7	-5.1	1.1	1.3	1.1	-2.4	21.8	1	0.8
O=C(CSc1nnnn1-c1ccccc1)Nc1ccc(N2CCOCC2)cc1	0.9	-3.7	-5.8	1.1	1.57	1	-10.0	-5.7	1.1	1
C[C@]12CC[C@@H]3c4ccc(O)cc4C(=O)C[C@H]3[C@@H]1CC[C@@H]2O	1	-5.5	-7.8	1.1	.	0.9	-1.4	.	1	1
O=C(C(=O)N1CCOCC1)c1cn(CCOc2ccccc2)c2ccccc12	0.9	-7.5	-3.6	1	1.09	1.1	-2.3	4.5	1	1
COc1ccc(-n2nnc3c(=O)n(CC(=O)Nc4cc(C)on4)cnc32)cc1OC	1.1	-16.5	-3.8	1	1.01	1	-3.3	-5.5	1	1.1
O=C(Cn1nnc(-c2cccs2)n1)OC1CCCCC1	0.9	-11.9	-4.9	1	0.9	0.8	-4.0	-12.7	1	0.8
Cc1cc(C(=O)OC(C(=O)Nc2ccc(C)c(Cl)c2)c2ccccc2)c(C)o1 (configuration not stated)	0.8	-8.9	-7.7	1.1	0.72	0.8	-9.9	-18.4	1.1	0.8
Cc1oc(-c2ccccc2F)nc1CN1CCC(C(=O)NCc2cccs2)CC1	0.9	-7.5	0.1	1	0.98	1.2	2.8	6.7	1	1
O=c1c2c(-c3ccccc3)csc2nc2n1CCC2	0.9	-11.8	-1.6	1	1.06	0.9	-3.5	-9.1	1	1
CCOc1ncccc1C(=O)Nc1nc(SC)ns1	1.1	-8.6	-6.2	1.1	0.91	0.9	3.6	27.4	1	1
Cc1ccc(S(=O)(=O)CCC(=O)NCCN2C(=O)S/C(=C\c3ccccc3)C2=O)cc1	0.9	-3.9	2.6	1	1.1	0.9	-1.6	-9.3	1	1
CNC(=S)Nc1ccc2nc(C)oc2c1	1	-7.0	-5.9	1.1	1	1	-8.2	-5.0	1.1	0.9
COc1cc(NC(=O)c2ccccc2NS(=O)(=O)c2ccc(Cl)s2)cc(OC)c1	1.1	10.0	0.9	1	0.42	0.9	-1.0	16.1	1	1
CCn1c(SCC(=O)Nc2ccc(C)cc2)nnc1-c1ccc(O)cc1	1	-11.7	-3.2	1	0.93	0.9	-4.1	-1.7	1	1
